TAG inh: inhibitors of triacylglycerol accumulation. H9c2 cells, Nile Red lipid (TAG) fluorescence; cells loaded with 200 µM oleic acid. inhibition, % at 12.5 µM. hit rate 0.66% among 230,000;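 active means pattern-corrected inhibition of lipid staining of at least 50% with the nuclear-stain viability signal not falling by more than 50%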;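 further: 0% = DMSO wells and 100% = triacsin C control wells; some results filed as inactive read as strong as hits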
TAG inh DAPI viability: second read-out of TAG inh, no call of its own (marks repeat the call); DAPI nuclei signal change (viability), lower = more cytotoxic, %;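 whole-well DAPI fluorescence read on a plate reader as a viability signal; minus 50 percent equals half of cells still viable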
An asterisk follows results filed as active. A portion of the library, so the mix of outcomes need not match the whole.

SMILES | TAG inh | TAG inh DAPI viability
COc1ccc(C2CC2/C(C)=N/OC(=O)C2CC2)cc1 (stereo unspecified) | -8 | 12
CCc1ccc(NC(=O)CSc2nc3ccccc3nc2N2CCCC2)cc1 | 27 | -3
Cc1cn([C@H]2C[C@H](O)[C@@H](CNC(=O)CNC(=O)CN)O2)c(=O)[nH]c1=O | -3 | 1
COc1ccccc1N(CC(=O)Nc1ccccc1C(F)(F)F)S(=O)(=O)c1cccs1 | 24 | -4
COc1ccc(CCNC(=O)C(=O)N/N=C/c2cccs2)cc1OC | 0 | 1
NC(=O)C1CCN(c2nc(-c3ccccc3C(F)(F)F)cs2)CC1 | 1 | 0
CCNc1nc(NCC)n2c(SCC(=O)Nc3ccccc3C(F)(F)F)nnc2n1 | -1 | -6
Clc1ccc2nc(-c3cccc(SC4CCCCC4)c3)c(NCc3ccccc3)n2c1 | 7 | 48
O=C(NCCc1ccc(C(F)(F)F)cc1)C1CC(=O)N(Cc2ccccc2)C1 (stereo unspecified) | -4 | -8
O=C(CCc1c[nH]c2ccccc12)N1CCN(c2ccc(F)cc2)CC1 | -11 | -1
Cc1ccc2c(Cl)cc(Cl)c(O)c2n1 | 17 | -18
COc1ccccc1CC(=O)Nc1ccc2c(C)cc(=O)oc2c1 | -5 | 0
CC(Sc1ccccn1)C(=O)Nc1ccc2c(c1)OCO2 (stereo unspecified) | 1 | 1
CC1(C(=O)NS(=O)(=O)C2CC2)CCCN(C(=O)COCc2ccccc2)C1 (stereo unspecified) | -10 | 2
COc1cc(CNc2ccc(N3CCOCC3)cc2)cc(Br)c1OC | 12 | -6
COCCN=C1OC(=O)N2C(=O)C3=C4[C@@H](C[C@H]5C(=O)N(c6ccccc6)C(=O)[C@H]5[C@H]4[C@@]12Cc1ccccc1)[C@H]1C(=O)N(c2ccccc2)C(=O)[C@H]1[C@H]3C | 1 | -4
COc1ccc(C)cc1NC(=O)c1ccc(-c2ccc(C(C)=O)cc2)o1 | -37 | 16
COc1ccc(C(CC(=O)NCC(OC)OC)NS(=O)(=O)c2ccc(Cl)cc2)cc1 (stereo unspecified) | 5 | 6
CCOC(=O)CSC1=C(C#N)C(c2ccc3c(c2)OCO3)CC(=O)N1 (stereo unspecified) | -12 | -8
COc1ccc2c(c1)C(=NNC(=O)c1ccccn1)c1cc(OC)ccc1-2 | 85 | -63
CC1=C(C(N)=O)C(c2cccc(O)c2)n2nc(CCCO)nc2N1 (stereo unspecified) | -7 | 0
O=C(CCCCCn1nnc2ccccc2c1=O)N[C@H](C(=O)O)c1ccccc1 | -6 | 0
CCC(C)NC(=O)/C=C/c1ccc(S(=O)(=O)NCc2ccco2)cc1 (stereo unspecified) | 2 | 1
COc1ccc([C@H]2C[C@@H](n3cc(-c4ccc(F)cc4)nn3)[C@H](O)CN2Cc2cccs2)cc1 | 10 | -3
Cc1ccnc(NC(=O)CNC(=O)C23CC4CC(CC(C4)C2)C3)c1 | 15 | -10

19 neighbouring records already listed:
SMILES | TAG inh | TAG inh DAPI viability
CCNc1nc(NCC)n2c(SCC(=O)Nc3ccccc3C(F)(F)F)nnc2n1 | -1 | -6
Clc1ccc2nc(-c3cccc(SC4CCCCC4)c3)c(NCc3ccccc3)n2c1 | 7 | 48
O=C(NCCc1ccc(C(F)(F)F)cc1)C1CC(=O)N(Cc2ccccc2)C1 (stereo unspecified) | -4 | -8
O=C(CCc1c[nH]c2ccccc12)N1CCN(c2ccc(F)cc2)CC1 | -11 | -1
Cc1ccc2c(Cl)cc(Cl)c(O)c2n1 | 17 | -18
COc1ccccc1CC(=O)Nc1ccc2c(C)cc(=O)oc2c1 | -5 | 0
CC(Sc1ccccn1)C(=O)Nc1ccc2c(c1)OCO2 (stereo unspecified) | 1 | 1
CC1(C(=O)NS(=O)(=O)C2CC2)CCCN(C(=O)COCc2ccccc2)C1 (stereo unspecified) | -10 | 2
COc1cc(CNc2ccc(N3CCOCC3)cc2)cc(Br)c1OC | 12 | -6
COCCN=C1OC(=O)N2C(=O)C3=C4[C@@H](C[C@H]5C(=O)N(c6ccccc6)C(=O)[C@H]5[C@H]4[C@@]12Cc1ccccc1)[C@H]1C(=O)N(c2ccccc2)C(=O)[C@H]1[C@H]3C | 1 | -4
COc1ccc(C)cc1NC(=O)c1ccc(-c2ccc(C(C)=O)cc2)o1 | -37 | 16
COc1ccc(C(CC(=O)NCC(OC)OC)NS(=O)(=O)c2ccc(Cl)cc2)cc1 (stereo unspecified) | 5 | 6
CCOC(=O)CSC1=C(C#N)C(c2ccc3c(c2)OCO3)CC(=O)N1 (stereo unspecified) | -12 | -8
COc1ccc2c(c1)C(=NNC(=O)c1ccccn1)c1cc(OC)ccc1-2 | 85 | -63
CC1=C(C(N)=O)C(c2cccc(O)c2)n2nc(CCCO)nc2N1 (stereo unspecified) | -7 | 0
O=C(CCCCCn1nnc2ccccc2c1=O)N[C@H](C(=O)O)c1ccccc1 | -6 | 0
CCC(C)NC(=O)/C=C/c1ccc(S(=O)(=O)NCc2ccco2)cc1 (stereo unspecified) | 2 | 1
COc1ccc([C@H]2C[C@@H](n3cc(-c4ccc(F)cc4)nn3)[C@H](O)CN2Cc2cccs2)cc1 | 10 | -3
Cc1ccnc(NC(=O)CNC(=O)C23CC4CC(CC(C4)C2)C3)c1 | 15 | -10

Later entries
SMILES | TAG inh | TAG inh DAPI viability
CCN(CC)C(=O)Cn1cc([N+](=O)[O-])cc1[N+](=O)[O-] | 6 | 4
Cc1ccc(OCC(=O)Nc2ccccc2[N+](=O)[O-])c(Br)c1 | -6 | 2
CCOc1ccc(/C=C2/SC(=S)N(CCC(=O)Nc3ccc(C(=O)O)cc3)C2=O)cc1 | 9 | -4
CCCc1cc(=O)[nH]c(SCc2ccc(F)cc2)n1 | -12 | 19
O=C(CSc1nnc(C2CC2)n1-c1ccccc1)N1CCCC1 | 4 | 2
O=C(COC(=O)c1ccccc1O)NCCC1=CCCCC1 | 5 | 13
COc1cc(CCC(=O)NCCc2ccc(F)cc2)cc(OC)c1OC | 12 | 4
COc1cccc(CNc2nc3cc(-c4ccc(OC)c(OC)c4)sc3c(=O)n2C)c1 | 18 | 6
COc1ccc(S(=O)(=O)N2CCCCC2)cc1-n1cnnn1 | 12 | -13
CC1(C)CC(NC(=S)Nc2ccc([N+](=O)[O-])cc2)CC(C)(C)N1 | 11 | 4
CCC1CCc2sc(C(=O)NC3CCN(Cc4ccccc4)CC3)cc2C1 (stereo unspecified) | -11 | 12
Cc1ccccc1Oc1ccccc1N | 12 | 130
Cc1cc(C)cc(-c2nnc(SCc3ccc(C(=O)O)cc3)o2)c1 | -2 | 9
CCC(=O)n1nc(-c2ccc(Cl)cc2)nc1SC | -23 | 4
Clc1ccc(OC2CCN(Cc3nc(CC4CC4)no3)CC2)cc1 | 11 | -7
Cc1nccc(-c2ccc(-n3cnc4ccccc43)cc2)n1 | -3 | -5
Cc1nn(CC(=O)Nc2c(C)n(C)n(-c3ccccc3)c2=O)c(C)c1[N+](=O)[O-] | 4 | -4
O=C(NCCCSc1ccccc1)c1cccnc1 | -14 | 8
COCCN(C(=O)c1ccc(NC2CC2)c([N+](=O)[O-])c1)c1c(N)n(CC(C)C)c(=O)[nH]c1=O | -2 | -6
S=C(Nc1ccccc1)N1CCN(C2CCCCC2)CC1 | 12 | 9
O=C(Cn1nc(C(=O)O)c2ccccc2c1=O)Nc1nc(-c2ccccc2)cs1 | 1 | 0
CCc1cccc(CC)c1NC(=O)c1ccc(-c2cc(Cl)ccc2Cl)o1 | 2 | -4
CCOc1ccc(NC(=O)CN2CCN(CC(=O)Nc3ccc(C(=O)OC)cc3)CC2)cc1 | 10 | 2
CCCCNC(=O)C1CCN(S(=O)(=O)N2CCOCC2)CC1 | -13 | 5
COCCNC(=S)N(CCc1c(C)[nH]c2ccc(C)cc12)Cc1ccco1 | 2 | -1

The list goes on.
SMILES | TAG inh | TAG inh DAPI viability
COc1ccc(/C=C2\Sc3ccc(C(=O)NCc4cccnc4)cc3N(C)C2=O)cc1OC | 16 | -10
CC1CCCC(NC(=O)c2ccc3c(=O)n(CC4CCCO4)c(=O)[nH]c3c2)C1C (stereo unspecified) | 10 | -4
C=CCNC(=S)Nc1ccc(Cl)cc1F | 4 | -7
CCN(CC)CCCNC(=O)CCC(=O)NNc1nc2ccccc2c2nc(C)nn12 | -11 | 15
N#CCCN1CCNCC1 | -9 | 5
CC(C)(C)C1CCc2[nH]c3ccccc3c(=O)c2C1 (stereo unspecified) | 19 | -4
O=C(O)c1cc(Cl)ccc1OS(=O)(=O)c1ccc(Cl)s1 | -17 | 7
O=C(CSc1nc(-c2ccc(F)cc2)nc2c1Cc1ccccc1O2)Nc1ccc(C(=O)O)cc1 | 18 | 1
Cn1c(=O)c2c(nc(CCC3CCCC3)n2C)n(C)c1=O | -4 | 6
CN(C)C(CNC(=O)C1CCCN1C(=O)c1cccs1)c1ccccc1 (stereo unspecified) | 14 | -5
O=C(NN1C(=O)C2C3C=CC(C3)C2C1=O)C(O)c1ccccc1 (stereo unspecified) | -1 | -6
C=CCOC(=O)C1=C(C)NC(=O)NC1/C=C/c1ccccc1 (stereo unspecified) | -6 | 0
N#Cc1cc(S(=O)(=O)N2CCOCC2)ccc1N1CCOCC1 | 0 | -4
O=C(NCc1ccccc1)C(=O)NCC1OCCN1S(=O)(=O)c1ccc2c(c1)OCCO2 (stereo unspecified) | 2 | -7
Cc1c(NC(=O)C(CC(=O)O)NCc2ccco2)c(=O)n(-c2ccccc2)n1C (stereo unspecified) | -6 | -1
CS(=O)(=O)N1CCCC(C(=O)Nc2ccccc2F)C1 (stereo unspecified) | 18 | -16
Cc1cc(C(=O)N/N=C/c2c(C)nn(-c3ccccc3)c2C)n[nH]1 | -13 | 12
COc1cc(C)c(S(=O)(=O)NCCCn2ccnc2)cc1C | 11 | -13
Cc1nc2c(c(C)nn2-c2ccccc2)c(C)c1C | 16 | -13
CC(O)CNc1nc2ccccc2n1CC(=O)NC12CC3CC(CC(C3)C1)C2 (stereo unspecified) | -2 | 7
CCn1c(-c2ccc(Cl)cc2)n[nH]c1=S | 1 | -6
CC(=O)c1ccc(NC(=O)CCNS(=O)(=O)c2cccc3nonc23)cc1 | -1 | -14
CCCCn1c(NCc2ccccc2NS(=O)(=O)c2ccc(C)cc2)nc2ccccc21 | 2 | 20
Cc1ccc(NC(=O)Cc2nc(COC(=O)c3c(F)cccc3Cl)cs2)cc1 | -16 | 5
CCNC(=S)N(Cc1ccc2c(c1)OCO2)C1CC(=O)N(c2ccc(F)cc2)C1=O (stereo unspecified) | -17 | 10

Shown as a markdown table: 2 of the compounds above.
| canonical_smiles | TAG inh | TAG inh DAPI viability |
| --- | --- | --- |
| C=CCNC(=S)Nc1ccc(Cl)cc1F | 4 | -7 |
| CCN(CC)CCCNC(=O)CCC(=O)NNc1nc2ccccc2c2nc(C)nn12 | -11 | 15 |

Next part:
SMILES | TAG inh | TAG inh DAPI viability
CC1(C(=O)Nc2cnc3ccccc3c2)CCN1Cc1ccc(-c2ccccc2)o1 (stereo unspecified) | -1 | 3
CCOc1ccc(-c2nc(C#N)c(N3CCOCC3)o2)cc1 | 1 | 16
CC1(C)Cc2ccccc2C(NNC(=O)c2ccncc2)=N1 | 8 | -7
CCN(CC)CCNC(=O)c1ccccn1 | 15 | 1
CC(C)(C)C(=O)Nc1cccc2[nH]ncc12 | -9 | 2
NS(=O)(=O)c1ccc(CCNC(=O)CSCC(=O)Nc2ccc(Cl)cc2)cc1 | 19 | -4
NC(=O)c1ccc(NC(=O)COc2cccc3c2CCNC3=O)cc1 | 8 | -3
CCOc1ccc(OCCCC(=O)NC2=NCCS2)cc1 | 5 | -3
Cc1ccccc1-c1ccccc1CN1[C@@H](C(C)C)COCCS1(=O)=O | 0 | -7
COc1cc(NS(=O)(=O)c2ccc(NC(=O)COc3ccc(C)cc3)cc2)nc(OC)n1 | -7 | -8
COc1cc(OC)cc(C(=O)NC2CCCN(Cc3ccc(Cl)cc3)C2)c1 (stereo unspecified) | -17 | -10
O=C(NC1CC2CCCC(C1)N2Cc1ccco1)NC12CC3CC(CC(C3)C1)C2 (stereo unspecified) | 10 | 2
O=C(CN1CCN(c2ncccn2)CC1)N1CCCC1 | 16 | -12
Cc1ccc(C(=O)Cn2nnc3ccccc32)cc1 | -1 | 2
CN(C)CC(C)(C)CNS(=O)(=O)c1ccc(Cl)s1 | 3 | -9
Cc1ccc(N(CN2C(=O)C3C4CCC(C4)C3C2=O)C(=O)c2ccco2)cc1 (stereo unspecified) | -5 | 4
CCOC(=O)C1(Cc2ccccc2)CCN(Cc2csc(C(C)=O)c2)CC1 | -1 | -2
O=C(CSc1nc(C(F)(F)F)cc(=O)[nH]1)Nc1ccc2c(c1)OCCO2 | 14 | 15
CCc1noc(C)c1C(=O)Nc1cc(Cl)ccc1N1CCOCC1 | -8 | 3
CC1(C(=O)NS(=O)(=O)c2cccs2)CCN1C(=O)C1CC1 (stereo unspecified) | -7 | 0
c1ccc(-c2csc(N3CCCCCC3)n2)cc1 | 14 | -7
O=C(CSc1ccc(F)cc1)NC(=O)NCc1ccccc1 | -2 | -4
O=C(c1cccs1)N1CCN(C23CC4CC(CC(C4)C2)C3)CC1 | -9 | 0
COc1ccc(NC(=O)C(c2ccccc2)N(C)C(=O)CNC(C)=O)cc1 (stereo unspecified) | -11 | -8
COc1cccc(-c2nnc(SCC(=O)N3CCCc4ccccc43)o2)c1 | 2 | -5

The list goes on:
SMILES | TAG inh | TAG inh DAPI viability
CCc1nnc(NC(=O)CCS(=O)(=O)c2ccc(C)cc2)s1 | -3 | 2
O=C(Nc1cccnc1)c1ccccc1Cl | 1 | -2
CC12CCC(C(=O)Nc3cccc(Cl)c3Cl)([C@H](Br)C1=O)C2(C)C (stereo partly specified) | -15 | 1
O=C(Oc1ccccc1N1CCOCC1)c1sccc1Br | -8 | 0
COc1ccc(C2C([N+](=O)[O-])=C(C)N(C)C(=O)N2C)cc1OC (stereo unspecified) | 2 | 4
CN(C(=O)c1ccno1)c1nnc(-c2cccnc2)s1 | -13 | -7
O=C(CSc1ncn[nH]1)N/N=C/c1ccc(F)cc1 | 5 | -7
COc1ccc(Br)c(C(=O)Nc2cccc(S(=O)(=O)N3CCOCC3)c2)c1 | 10 | -1
COc1cccc(C(=O)OCC(=O)NC2CCCc3ccccc32)c1O (stereo unspecified) | -7 | -1
OCCNc1nc(Nc2ccccc2C(F)(F)F)nc(N2CCCC2)n1 | 2 | 7
